PG9 Ab binder: PG9 antibody binding by small molecule; AID 624416; TR-FRET gp120-PG9 antibody binding; inhibition, % at 6.7 µM; 360,000 tested, 0.43% active; in the data active = inhibition above about 8.5%
ssDAF-12 act: activators of S. stercoralis DAF-12 nuclear receptor; activation, % at 6.8 µM; 370,000 tested, 1% active; HEK293 ssDAF-12/GRIP1 lit1-tk-luc reporter, luminescence; % of 3 µM dafachronic acid response; AID 652126;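 active = activation above the mean over all tested compounds plus 3 SD, cut at about 0.9% in these data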;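 note: 0% = DMSO-only wells and 100% = 3 µM delta7-dafachronic acid wells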
hcDAF-12 act: H. contortus DAF-12 activation, primary screen; HEK293 hcDAF-12 lit1-tk-luc reporter, luminescence; 0% DMSO, 100% Δ7-dafachronic acid; activation, % at 6.8 µM; 370,000 tested, 1.4% active; AID 652067;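 active = activation above the mean of all tested compounds plus 3 SD, cut at about 5.5% in these data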;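 note: 100% = response to 3 µM Δ7-dafachronic acid high control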
GAA850 FXN act: increases GAA850 frataxin promoter reporter activity; AID 540364; activation, % at 6 µM; 360,000 tested, 0.56% active; HEK293 lucGAA850 FXN promoter luciferase reporter, 24 h; percent of 10 µM SAHA response;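 active = activation above the average of all compounds screened plus 3 SD, cutoff fixed separately per campaign, cut at about 7.5% in these data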;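 note: 0% = DMSO wells and 100% = 10 µM SAHA wells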
NR1D1 modulator: modulators of human Rev-erb alpha DNA binding; P20393; Rev-erbα–FITC-DNA binding, fluorescence polarization, 90 min; activity, % at 10 µM; 370,000 tested, 0.79% active; AID 1259318;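 active = activity above about 14%, limit read from the data; passing the limit was not always enough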;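 note: 0% = DMSO wells with 35 nM protein and 100% = DMSO wells with 750 nM protein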
Target sequence (P20393 whole entry, looked up): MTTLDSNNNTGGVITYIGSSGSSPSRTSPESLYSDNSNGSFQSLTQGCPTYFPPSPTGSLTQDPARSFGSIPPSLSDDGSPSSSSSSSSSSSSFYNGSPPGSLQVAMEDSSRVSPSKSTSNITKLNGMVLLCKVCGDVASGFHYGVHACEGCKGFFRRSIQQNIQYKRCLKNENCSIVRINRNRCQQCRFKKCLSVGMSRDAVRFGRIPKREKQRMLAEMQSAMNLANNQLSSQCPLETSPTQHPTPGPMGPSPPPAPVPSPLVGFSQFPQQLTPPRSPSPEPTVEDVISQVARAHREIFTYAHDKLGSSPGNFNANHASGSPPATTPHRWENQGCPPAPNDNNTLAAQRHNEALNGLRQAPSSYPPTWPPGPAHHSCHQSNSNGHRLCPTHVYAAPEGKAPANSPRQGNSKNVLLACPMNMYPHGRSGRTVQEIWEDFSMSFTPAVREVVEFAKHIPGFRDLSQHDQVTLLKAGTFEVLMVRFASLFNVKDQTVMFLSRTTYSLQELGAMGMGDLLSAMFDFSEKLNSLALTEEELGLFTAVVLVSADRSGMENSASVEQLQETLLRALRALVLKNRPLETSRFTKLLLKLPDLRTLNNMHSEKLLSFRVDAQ
SMARCA2 activ: increases SMARCA2 function in MMTV reporter cells. MG213 cells, MMTV-luciferase reporter, dexamethasone, overnight. activation, % at 9.1 µM. 370,000 tested, 1% active. AID 652017; in the data active = activation above about 7.8%;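 note: 0% = vehicle wells and 100% = reference activator wells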
sPLA2-III inh: Blocks human group III sPLA2 activity | Q9NZ20 | QFRET BODIPY PC-A2 liposome hydrolysis, fluorescence | inhibition, % at 12.2 µM | 370,000 tested, 0.56% active;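 active = inhibition above mean plus 3 SD of compounds lying within the high and low control bounds, cut at about 19% in these data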;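 note: 0% = median of test compound wells and 100% = no enzyme DMSO wells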
DAX1 inh-1: inhibits human nuclear receptor DAX1; P51843; HEK293 Gal4-DAX1 luciferase reporter, luminescence; inhibition, % at 6.75 µM; 340,000 tested, 0.99% active; AID 504766;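 active = inhibition above the mean over all tested compounds plus 3 SD, cut at about 4.2% in these data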;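 note: 0% = DAX1-transfected cells with DMSO and 100% = empty-vector control cells with DMSO; inhibition shows as a rise in luminescence from relieved DAX1 repression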
Target sequence (P51843 207-470 limits assumed): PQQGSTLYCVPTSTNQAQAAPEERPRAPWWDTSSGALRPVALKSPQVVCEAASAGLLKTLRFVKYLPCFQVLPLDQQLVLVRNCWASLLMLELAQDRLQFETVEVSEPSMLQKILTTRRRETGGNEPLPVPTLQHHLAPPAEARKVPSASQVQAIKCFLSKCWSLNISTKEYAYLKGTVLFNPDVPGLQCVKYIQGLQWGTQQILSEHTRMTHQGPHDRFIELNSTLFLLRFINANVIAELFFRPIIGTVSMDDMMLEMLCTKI
DAX1 inh-2: blocks DAX1 repression of SF-1 activated StAR promoter. HEK293T StAR-luciferase reporter, SF-1/DAX-1 repression relief. inhibition, % at 6.8 µM. 370,000 tested, 1.1% active. AID 652010;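 active = inhibition above the mean over all tested compounds plus 3 SD, cut at about 3.6% in these data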;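 note: 0% = DAX-1 cells with DMSO and 100% = cells lacking DAX-1 with DMSO; higher inhibition means more luminescence from relief of DAX-1 repression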
hgDAF12 agonist: hgDAF-12 agonism, primary luciferase screen. HEK293 GAL4-hgDAF12 UAS-luciferase reporter, agonist luminescence; normalized to butyrate control. 370,000 tested, 1.8% active. activation, % at 6.8 µM;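 active = activation above a cutoff set at the mean of all screened compounds plus 3 SD, cut at about 10% in these data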;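 note: 0% = DMSO wells and 100% = sodium butyrate wells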
PLCb3 inh: PLC-beta3 (human) inhibition, primary screen. Purified PLC-beta3, fluorogenic substrate, fluorescence. Q01970. 370,000 tested, 0.18% active. inhibition, % at 12.2 µM; in the data active = inhibition above about 11%;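 note: 0% = median of compound wells on plate and 100% = full blocker control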
* hit, by the source's call; x = not tested or not shown; & = joins results of further samples.

Under each structure – GAA850 FXN act	PLCb3 inh	hgDAF12 agonist	SMARCA2 activ	DAX1 inh-1	DAX1 inh-2	sPLA2-III inh	PG9 Ab binder	hcDAF-12 act	NR1D1 modulator	ssDAF-12 act
COc1cccc2c1Oc1cc([N+](=O)[O-])cc(N(C)C(C)=O)c1C=C2
    3.5	-3	-0.4	0	1.9	-0.2	0	-1.9	0.7	2	-0.9
CCCCOC(=O)c1ccc(NC(=O)CSc2nncn2C)cc1
    2.5	2	2.0	3	0.0	-0.5	0	-0.7	-0.9	0	-1.0
Cc1ccc(CN[C@@H]2CC[C@@]34CCCN3C(=O)CCC[C@H]4C2)cc1
    x	4	1.9	x	x	x	2	x	0.1	1	-1.2
COc1ccc(C(=O)c2c[nH]c(C(=O)NCCCn3ccnc3)c2)cc1
    -2.6	-8	1.2	-4	-0.7	-0.6	-6	0.2	-0.4	10	-1.2
COc1ccccc1NS(=O)(=O)c1cc(NC(=O)c2ccccc2[N+](=O)[O-])ccc1N1CCOCC1
    -0.3	-1	4.4	-6	1.1	-1.1	-6	1.3	2.2	-3	-0.8
COc1ccc(N(CC(=O)NCc2ccc(F)cc2)S(=O)(=O)c2c(C)n[nH]c2C)cc1
    0.2	-1	-0.5	-2	0.2	-0.4	-3	-0.7	0.2	-1	-1.0
O=C(CSCc1ccc(Cl)cc1)N/N=C/c1c(Cl)cccc1Cl
    -1.5	4	2.6	0	-0.6	0.0	-1	-3.6	1.8	2	-1.6
Cn1c(=O)c2c(-c3ccccc3)n(-c3ccccc3N)cc2n(C)c1=O
    0.9	-494	12*	0	2.0	2.4	1	0.5	3.5	-10	-0.1
Oc1ccc(-c2nccc(-c3cccs3)n2)cc1
    3.7	-3	14*	3	4.8*	1.8	-35	-1.9	12*	0	1.0*
CCC(O)(c1ccccc1)C(CN1CCOCC1)c1ccccc1 (stereo not given)
    1.0	-3	1.2	0	0.2	-0.7	-1	-0.4	-0.1	-2	-0.4
O=C(Nc1ccc(S(=O)(=O)N2CCCC2)cc1)c1cc(F)c(F)cc1Cl
    -0.6	-5	1.4	-1	-1.0	1.9	5	-1.5	-1.0	-2	-1.6
Clc1ccc(CSc2nnc(NC3=NCCCCC3)s2)cc1
    1.6	11*	-2.1	0	0.1	-0.6	-1	-0.8	-2.1	-3	-1.6
Cc1cc(C(=O)OCC(=O)N2CC(C)OC(C)C2)c2ccccc2n1 (stereo not given)
    -1.7	-15	1.7	-1	-1.3	1.0	1	-0.4	2.3	-1	-0.4
COc1ccc(C(=O)N2CCC(Oc3cccnc3)CC2)c(OC)c1
    x	2	-2.6	-1	x	0.5	0	x	-0.3	5	-2.2
O=C1CS/C(=C\[N+](=O)[O-])N1c1ccccc1
    0.6	-2	-2.3	-1	3.5	-0.3	-12	-2.6	0.5	3	-1.5
CCOC(=O)c1c(NC(=O)CNCCO)sc(C)c1C
    0.4	1	-1.5	3	-0.1	-0.8	-4	-2.4	-1.7	-6	-1.2
O=C1CN(C(=O)COC(=O)c2cccnc2Cl)c2ccccc2N1
    0.1	-4	1.2	1	0.5	0.8	-4	-0.4	-0.4	0	-2.1
O=c1c2ccccc2nc(SCc2cc(F)cc3c2OCOC3)n1Cc1ccco1
    -0.3	2	1.6	-1	-0.9	0.0	1	-1.1	1.5	8	-0.2
CCOC(=O)N1CCN(S(=O)(=O)c2ccc3c(c2)CC(C)N3C(=O)C2CC2)CC1 (stereo not given)
    0.0	-9	-1.4	-3	0.3	-0.7	1	-0.7	-0.2	2	-1.1
COc1ccc(C2CC3CC(c4ccccc4)N2O3)cc1 (stereo not given)
    0.8	-1	1.4	0	0.2	-0.2	4	1.6	-0.9	7	0.0
COc1cccc(C(=O)NC(C)C(c2cccs2)N2CCOCC2)c1 (stereo not given)
    -0.6	2	-4.0	-2	0.8	-0.1	13	1.8	-0.9	-9	-0.8
CN(C(=O)c1ccc(S(=O)(=O)N(C)C)cc1)c1ccc2ccccc2c1
    -0.3	-8	-1.0	-1	0.5	-0.1	-9	1.7	-2.8	0	-0.9
Cc1cc(C)nc(SCC(=O)NC2CCCCC2C)n1 (stereo not given)
    0.3	-6	0.2	-1	2.9	0.0	-1	-1.7	-1.3	5	-1.0
CSc1nnc2c3cc(F)ccc3n(Cc3ccccc3)c2n1
    3.9	-1	1.0	-1	-0.6	0.4	8	0.5	3.6	59*	-0.1
CC(=O)c1sc(NC(=O)CCN2C(=O)c3ccccc3C2=O)nc1C
    -0.2	-6	-2.5	2	0.5	-1.4	1	7.3	-0.6	-3	-1.3
O=C(O)C1CCCN(S(=O)(=O)c2ccccc2)C1 (stereo not given)
    1.3	3	-2.9	0	0.8	-0.1	2	0.6	-0.8	8	-1.3
COc1ccccc1NC(=O)N1CCN(c2ccccn2)CC1
    -0.7	1	0.5	-2	-0.4	-0.7	-2	-1.1	-2.2	0	-1.6
CCOc1cc(-c2n[nH]c(=S)n2Cc2ccccc2)ccc1OC(F)F
    2.0	-14	0.0	-2	0.4	-0.4	17	0.5	0.5	1	-1.5
CCNC(=O)N1CCC(c2nc3ccccc3s2)CC1
    0.6	-7	-0.8	1	-0.1	-0.4	1	1.2	-2.9	-1	-1.1
O=C(NC(=S)NCCc1ccccc1)c1ccccc1F
    1.9	-1	9.1	3	1.3	3.2	-8	0.6	3.2	5	-0.3
CC(=O)c1cccc(NC(=O)c2ccc([N+](=O)[O-])o2)c1
    0.9	0	-3.6	6	-2.1	-1.4	1	-1.8	-0.9	5	-0.7
COc1cc(NC(=O)c2cccs2)ccc1NC(=O)c1ccccc1Cl
    0.7	-8	3.4	-2	-1.8	-0.7	-11	0.5	-1.8	2	-1.1
CN(c1ccc(C(=O)N2CCCCC2)cc1)S(=O)(=O)c1cccs1
    0.5	-7	-1.3	-3	-1.0	-0.7	1	1.5	-3.0	5	-1.4
O=C(O)/C=C/C(=O)Nc1ccc(Cl)c(C(=O)O)c1
    1.5	-6	-0.9	-1	-1.4	0.1	-3	-2.2	0.7	6	-0.9
CCOC(=O)c1sc(C)c(C(=O)NCCCN2CCOCC2)c1N
    0.3	-70	-0.8	3	-0.2	-0.4	1	-2.1	-0.1	-1	-1.3
Cc1cccc(C)c1NC1=NC(=S)N(c2ccc(C(=O)O)cc2)C12CCCCC2
    -0.1	-7	-0.7	-4	-0.3	-0.2	5	0.0	0.1	1	-0.6
Cc1nn(Cc2ccccc2)c(Cl)c1C(=O)OC(C)C#N (stereo not given)
    4.2	0	1.0	-4	-0.1	-1.5	7	-1.2	-1.2	1	-1.9
COC(=O)CCn1nnc(-c2ccc(C(C)C)cc2)n1
    -16	0	-15	-10	-6.2	-3.2	-3	1.0	-7.2	6	-3.9
CCCCN(C(=O)C1CCCC1)C1CCS(=O)(=O)C1 (stereo not given)
    0.7	-8	-0.1	-1	3.0	1.9	3	0.0	-0.6	-5	-1.1
COc1cccc(-c2noc(CCC(=O)NC3CCCCC3)n2)c1
    1.0	3	2.5	6	-0.5	0.1	6	-0.6	-0.8	0	-0.8
C=CCN(Cc1ccc(OC)cc1OC)C(C#CCCCC)c1ccccc1 (stereo not given)
    x	4	2.7	x	x	x	-1	x	0.5	2	-0.9
CCCc1ccc(OCc2ccc(C(=O)NCc3cccnc3)o2)c(OC)c1
    0.5	4	-3.8	1	-2.4	-0.7	-8	0.9	-2.0	-2	-1.5
O=C(COC(=O)CCc1nc2ccccc2c(=O)[nH]1)NC(=O)NC1CCCC1
    2.5	-1	-3.6	-3	-1.7	0.1	12	-2.1	-0.7	-4	-1.9
COc1ccccc1NC(=O)C1CCN(C(=O)C2CC(=O)N(c3ccc(C)cc3)C2)CC1 (stereo not given)
    0.2	-3	2.3	-2	0.3	0.0	-6	-2.6	1.6	2	-1.4
O=C1CN(C(=O)c2ccccn2)c2ccccc2N1
    2.5	-2	-1.8	-4	1.1	0.4	7	1.8	0.4	-2	-1.0
CCc1ccc(NC(=O)CCc2nc3cccnc3n2Cc2ccc(OC)cc2)cc1
    -0.9	-3	-1.0	-1	-0.9	-0.7	-12	-0.4	-0.4	1	-1.2
O=C(COC(=O)c1ccc(Cl)nc1)NCCC1=CCCCC1
    2.4	-12	-1.0	1	-0.6	-1.2	1	-1.5	-0.6	6	-1.2
COCC(C)n1c(C)cc(C(=O)CN2C(=O)NC3(CCCCC3C)C2=O)c1C (stereo not given)
    3.7	5	-0.7	8	-1.0	0.2	3	-0.2	-0.6	-1	-1.6
CN(CC(=O)NCc1ccccn1)S(=O)(=O)c1cc(Cl)ccc1Cl
    0.8	3	0.3	-2	-0.6	0.8	6	-0.2	-0.3	-9	-0.1
Clc1ccc(SCCn2cncn2)cc1
    -1.6	5	1.6	-5	-0.8	0.1	4	-1.3	-1.0	-4	-1.2
CC1CC(C)CN(C(=O)COC(=O)c2ccc3c(c2)C(=O)N(Cc2ccco2)C3=O)C1 (stereo not given)
    -0.3	-2	0.8	1	-0.5	-1.6	3	0.5	0.0	4	-0.1
Cn1cccc1Cc1nnc(SCC(=O)Nc2ccc(F)cc2)n1CCc1ccccc1
    -0.6	-13	1.4	-2	0.7	0.0	-25	0.5	-2.8	-4	-1.5
CCOC(=O)C[C@@H]1OC[C@H](CO)N1S(=O)(=O)c1ccc(C)cc1
    x	3	1.8	-3	x	-0.5	4	-0.1	0.0	11	-0.5
CN(C)c1ccc(C(=O)NCc2ccc3c(c2)OCO3)cc1
    1.9	-8	0.3	1	-0.8	0.0	3	-2.9	-0.4	-3	-1.2
Cc1sc2cc(-c3cccc([N+](=O)[O-])c3)c(-c3cccc([N+](=O)[O-])c3)c[n+]2c1C
    1.7	3	1.3	-1	1.4	-0.1	2	-1.4	-2.2	6	-1.1
CCCCOc1cc(C(=O)NCCN(CC)CC)c2ccccc2n1
    -2.1&5.1	-8&-12	3.4&-0.5	-3&5	0.0&-1.8	0.3&1.3	-7&-1	-1.1&-0.5	-1.5&-2.5	-5&-7&0	-1.5&-1.8
COC(=O)CSc1nnc(-c2ccc(NS(=O)(=O)c3ccc(Cl)s3)cc2)o1
    x	-3	4.4	-4	x	0.2	-30	x	0.0	1	-1.9
Cc1cc(-c2cccc([N+](=O)[O-])c2)nc2ccccc12
    1.2	5	6.9	1	0.1	0.5	-4	-1.3	0.8	-1	-0.4
CCOC(=O)c1sc(NCc2ccco2)c(-c2nc3ccccc3s2)c1N
    2.5	-127	4.0	5	1.0	0.4	11	0.2	6.2*	-2	0.2
CCc1nc(SCC(=O)c2ccccc2)c2ccccc2n1
    6.9	-14	3.4	1	-0.5	-2.4	-15	-2.6	1.8	3	-0.8

Source: PubChem BioAssay
